SRC3 TRFRET art: TR-FRET detection interference compounds, artefact control for PPARgamma SRC-3 recruitment agonists, biochemical, TR-FRET ratio; TR-FRET ratio at 8 µM; AID 1048, 2008; TR-FRET artefact counter-screen, PPARgamma/SRC-3 format; stronger effect = higher value; 0.39% of 99,000 active; in the data active = TR-FRET ratio above about 2000; also: inactives centre near 1600
SRC1 TRFRET art: TR-FRET detection interference compounds, primary screen, artefact control for PPARgamma SRC-1 recruitment agonists, biochemical, TR-FRET emission ratio | TR-FRET detection artefact counter-screen; stronger effect = higher value | TR-FRET ratio at 8 µM | 0.34% of 99,000 active; in the data active = TR-FRET ratio above about 2300; also: inactives centre near 1800
The depositor's hits bear a star.

SMILES	SRC3 TRFRET art	SRC1 TRFRET art
O=C(CSc1cccc(C(F)(F)F)c1)NC(=O)NCc1ccco1	1678	1588
O=C(Nc1ccc(NC(=O)c2ccccc2Cl)nc1)c1ccncc1	1531	1547
O=C(O)c1ccc(CNC(=O)c2ccc(Br)o2)cc1	1373	1658
Cc1cccc[n+]1CC(=O)N1c2ccccc2Sc2ccccc21	1557	1739
CCOc1ccccc1C(=O)Nc1ccsc1C(=O)OC	1535	1919
CC(C)(O)C#Cc1ccc(C(=O)N2CCN(c3ccc([N+](=O)[O-])cc3)CC2)cc1	1582	1908
N#Cc1ccc(OCc2nnc3n2CCCCC3)cc1	1596	1904
CCOc1ccc2nc(Cl)c(CN(C(=O)c3cnccn3)C3CCCC3)cc2c1	1433	1772
CC(Sc1nnnn1C)C(=O)Nc1ccc2c(c1)OCCO2 (stereo unspecified)	1517	1709
COc1ccc(/C=N/N2CCN(C3c4ccccc4-c4ccccc43)CC2)cc1O	1655	1937
Cc1cc(=O)[nH]c(SCc2cc(Cl)ccc2OC(F)F)n1	1515	1777
CCC(C)NCCOCCOc1ccc(Br)cc1C (stereo unspecified)	1477	2028
Oc1ccc(Cl)cc1C1=NNC(c2ccc(Cl)cc2)C1 (stereo unspecified)	1728	1775
O=C(NCCOc1ccc(Cl)cc1)C1CCCCC1	1668	1766
CCOC(=O)c1cnc(N2CCN(C(=O)OCC)CC2)[nH]c1=O	1687	1826
CCOn1c(=O)c[n+]([O-])c2ccccc21	1657	1935
COC(=O)CCCNC(=O)c1ccc(OC2CCN(CCc3ccccc3)CC2)cc1	1778	1965
Cc1onc(-c2ccccc2Cl)c1C(=O)N1CCN(c2nc3ccccc3s2)CC1	1593	1817
CN(/C(=N/S(=O)(=O)c1cccs1)c1ccccc1)c1ccccc1	1616	1860
O=C(Nc1ccc(Cl)cn1)C1C(c2ccccc2)C1(Cl)Cl (stereo unspecified)	1528	1987
CN(C1CCCCC1)S(=O)(=O)c1cccc(C(=O)OCC(=O)NC2CCCc3ccccc32)c1 (stereo unspecified)	1644	1834
COc1cc(NC(C)=O)c2ncccc2c1[N+](=O)[O-]	1524	1621
CC1CCCCC1NC(=O)CN1C(=O)CSc2cc(S(=O)(=O)N3CCCCCC3)ccc21 (stereo unspecified)	1658	1831
COC(=O)CSc1ccc(S(=O)(=O)N2CCOCC2)cc1[N+](=O)[O-]	1576	1962
O=C(COC(=O)c1ccccc1NC(=O)c1ccccc1)c1cccc([N+](=O)[O-])c1	1732	1673
C/C(CC(=O)Nc1ccc(Cl)cc1Cl)=N\NC(=O)C(=O)N1CCCC1	1594	1875
O=C(NNC(=O)C1CC1)c1cc2cc3ccccc3nc2s1	1505	1830
COc1cc2c(cc1OC)C(C(=O)Nc1cc(OC)c(OC)c(OC)c1)C(c1cccnc1)N(C)C2=O (stereo unspecified)	1359	1585
COC(=O)c1sccc1NC(=O)Nc1cccc(F)c1	1577	1920
COc1ccc(C(=O)OCC(=O)N2CCCC2=O)c(OC)c1	1699	1678
O=C(/C=C/c1ccco1)NC(=S)Nc1ccc(N2CCCC2)cc1	1375	1925
CCCCCOc1ccc(CSCCNC(=S)Nc2ccccc2)cc1	1462	1865
C=CCn1c(SCC(=O)N2CCc3ccccc3C2)nc2sc(CC)cc2c1=O	1448	1721
CC1CC2(C)CC(C)C1(COC(=O)Nc1ccccc1)CO2 (stereo unspecified)	1292	1683
CCOC(=O)C1C(C(=O)OCC)C1(c1ccccc1)c1ccccc1 (stereo unspecified)	1532	1956
Cc1ccc(C(=O)Nc2ccccc2C(=O)N2CCOCC2)cc1[N+](=O)[O-]	1574	1950
C[C@@H]1NC(=O)[C@H](CCC(=O)O)NC(=O)c2cc([N+](=O)[O-])cc(F)c2NCCC[C@@H](C(N)=O)NC1=O	1560	1709
COCCOc1ccc(C(F)(F)F)cc1NC(=O)c1ccc(C(F)(F)F)cc1	1537	1508
CCc1cccc(CC)c1NC(=O)/C(C#N)=C/c1ccccc1C(F)(F)F	1608	1876
Cc1occc1C(=O)Nc1cccc([N+](=O)[O-])c1	1447	1683
N#Cc1ccccc1S(=O)(=O)N1CCN(c2cnccn2)CC1	1491	1814
O=C(CCCNS(=O)(=O)c1cccs1)N1CCN(c2ccc(F)cc2)CC1	1419	1834
O=C(NNC(=O)c1cccnc1)Nc1cccc(Cl)c1Cl	1462	1973
CC(C)c1ccc(/C=C2\C(=O)N(CCN3CCOCC3)C(=S)N2C)cc1	1566	1790
COc1ccccc1N=Nc1nc(-c2ccccc2)c(-c2ccccc2)[nH]1	1396	1785
C/C(=N\NC(=S)Nc1cccc(C)c1)c1cccc(N)c1	1559	1670
NC(=S)N/N=C/c1coc2ccc(Cl)cc2c1=O	1464	2018
Cn1c(=O)oc2cc(S(=O)(=O)N3CCC(N4CCCCC4)CC3)ccc21	1592	1841
CCOC(=O)c1ccc(-c2ccc(/C=C(\C#N)C(=O)NCc3cccs3)o2)cc1	1619	1569
COc1ccccc1CC(=O)Nc1ccc([N+](=O)[O-])cc1OC	1648	1871
O=C(N/N=C/c1cn(-c2ccccc2)nc1-c1cccs1)c1ccc(Cl)cc1	1397	1676
CN(CC(=O)Nc1cccc(C#N)c1)Cc1ccc(Cl)cc1	1403	1648
CC(=O)c1cccc(N(C(=O)CNC(=O)c2ccco2)C(C(=O)NC2CCCC2)c2ccc(C)o2)c1 (stereo unspecified)	1680	2070
N#Cc1cc([N+](=O)[O-])ccc1NC(=O)COC(=O)C12CC3CC(CC(C3)C1)C2	1406	1653
Cc1n[nH]c(C)c1Sc1ccccc1[N+](=O)[O-]	1520	1639
COCCN(Cc1nc(-c2ccc(C(F)(F)F)cc2)no1)C(C)C	1680	1966
COC(=O)c1cccc(S(=O)(=O)N2CCCC2)c1	1741	1796
COc1ccccc1Oc1ccc(NC(=O)c2ccccc2)cc1	1663	2030
Cn1ncc2c(N3CCN(c4ccc(Cl)c(Cl)c4)CC3)ncnc21	1762	1746
CC(C)[C@H](NC(=O)c1ccco1)C(=O)OCC(=O)Nc1ccc(F)cc1	1553	1600

Later entries:
SMILES	SRC3 TRFRET art	SRC1 TRFRET art
COc1ccc(C/C(C)=N/Nc2nc(C)cc(=O)[nH]2)cc1	1682	1588
CCOC(=O)c1cnc(-c2ccccc2)nc1N1CC(C)OC(C)C1 (stereo unspecified)	1498	1597
CCOC(=O)C1(C)C=C(Nc2ccc(OCC)cc2)C(=O)N1c1ccccc1 (stereo unspecified)	1416	1712
Cc1cc2ccccc2n1CCNC(=O)c1ccc(S(=O)(=O)N2CCOCC2)cc1	2905*	2656*
Cc1cc(=O)[nH]c(SCC(=O)NNC(=O)Cc2ccccc2)n1	1499	1541
O=C(NCCCc1ccccc1)Nc1ccccc1	1498	1664
CN(C)Cc1n[nH]c(=O)c2ccccc12	1734	2004
Cc1ccc(OCCCCN(C)Cc2ccccc2)c(Br)c1	1572	1643
Cc1ccc2nc(SCC(=O)Nc3ccc4c(c3)CCC4)[nH]c2c1	1429	1622
O=C(NCCc1ccccc1)C1CCC(CNS(=O)(=O)c2cccs2)CC1 (stereo unspecified)	1673	1708
CCOC(=O)C1=C(O)C(=O)N(Cc2ccc(C(C)(C)C)cc2)CC1	1737	1684
Cc1ccc(NC(=O)Cn2c(-c3ccc(F)cc3)cnc2SCC(=O)Nc2c(C)cccc2C)cc1	1504	1758

A second format for part of the listing above:
smiles | SRC3 TRFRET art | SRC1 TRFRET art
CCOC(=O)C1(C)C=C(Nc2ccc(OCC)cc2)C(=O)N1c1ccccc1 (stereo unspecified) | 1416 | 1712
Cc1cc2ccccc2n1CCNC(=O)c1ccc(S(=O)(=O)N2CCOCC2)cc1 | 2905* | 2656*
Cc1cc(=O)[nH]c(SCC(=O)NNC(=O)Cc2ccccc2)n1 | 1499 | 1541
O=C(NCCCc1ccccc1)Nc1ccccc1 | 1498 | 1664
CN(C)Cc1n[nH]c(=O)c2ccccc12 | 1734 | 2004

(listing goes on)
SMILES	SRC3 TRFRET art	SRC1 TRFRET art
CC(=O)Nc1cccc(-c2csc(Nc3ncccn3)n2)c1	1521	1901
CC(CN1C(C)CCCC1C)OC(=O)c1ccc(Cl)cc1Cl (stereo unspecified)	1723	1996
CN(C)CCCN(C(=O)c1cccs1)c1nc2cc3c(cc2s1)OCO3	1660	1877
Cc1ccc(NS(=O)(=O)c2cc(C(=O)N3CCCC3)ccc2C)cc1C	1522	2077
Cc1ccccc1NC(=O)c1cc(S(=O)(=O)N2CCOCC2)ccc1F	1582	1730
Cc1nn(C)c(-c2n[nH]c(=S)n2Cc2ccco2)c1Cl	1581	1455
COC(=O)C(Cc1ccccc1)NC(=O)CNS(=O)(=O)c1ccc(Br)cc1 (stereo unspecified)	1568	1657
COc1cccc(NC(=O)COC(=O)c2c(F)cccc2F)c1	1353	1592
COc1ccc(CN(CCC(c2ccc(F)cc2)C2CCOC(C)(C)C2)C(=O)c2ccco2)cc1 (stereo unspecified)	1577	1694
COc1cccc(CN2CCNC(=O)C2CC(=O)NCCc2nc(C)c(C)s2)c1OC (stereo unspecified)	1539	1737
COC(=O)c1cn(C(C)C(=O)NCc2ccco2)c2ccccc12 (stereo unspecified)	1453	1546
COc1ccc(NC(=O)c2cccnc2)c([N+](=O)[O-])c1	1778	1983
O=C(CNC1CCCCC1)NCC1(c2ccccc2)CCCC1	1330	1548
O=c1oc2cc(Oc3ccc(C(F)(F)F)cc3[N+](=O)[O-])ccc2c2c1CCC2	1655	1972
CCc1ccc(C2=NN(CCC(=O)NC3CC3)C(=O)CC2)cc1	1524	1866
Cc1noc(C)c1COc1ccc(C(=O)OCC(=O)NCc2ccccc2Cl)cc1	1521	1697
COc1cc(C(=O)OCC2CC(c3ccccc3)=NO2)cc(OC)c1OC (stereo unspecified)	1473	1702
COc1ccc(N2CCN(C(=O)CCCCCn3c(=O)[nH]c4ccsc4c3=O)CC2)cc1	1586	1401
O=C(CN1CCCC1)OCCCc1ccccc1	1432	1820
CC(=O)c1ccc(N(C(=O)c2csnn2)C(C(=O)NC(C)(C)C)c2cccs2)cc1 (stereo unspecified)	1558	1640
CCOc1[nH]n(-c2ccccc2)c(=O)c1C=Nc1ccccc1	1578	1948
CSc1c(SCc2ccccc2)cnn(Cc2ccccc2)c1=O	2017	2319*
CN(C)Cc1c(-c2ccc(Cl)cc2)nc2ccccn12	1600	1991
Cc1cc(N/C=C\c2nnnn2-c2ccc(F)cc2)no1	1574	1717
CC1CCCCC1NC(=O)COC(=O)c1cc(=O)c2ccccc2o1 (stereo unspecified)	1557	1678
O=C(/C=C/c1ccco1)Oc1ccc(C(=S)N2CCOCC2)cc1	1462	1562
Cn1nc(-c2ccccc2)c(N2CCCCC2)cc1=O	1348	1537
C=CCNC(=S)NCc1ccccc1OC	1595	1775
CCOc1ccc(N2C(=O)CN(O)C=C3N=c4ccccc4=C32)cc1	1449	1791
O=C(NC(=S)N1CCN(Cc2ccc3c(c2)OCO3)CC1)c1cccc(Br)c1	1535	1708
CC(/C=C/c1ccco1)=N\NC(=O)C(O)c1ccccc1 (stereo unspecified)	1703	1861
CC(C)C(C)(C#N)NC(=O)CSc1nc(C2CCCCC2)n(-c2ccccc2)n1 (stereo unspecified)	1594	1798
CCN1CCN(C(=S)c2ccc(-c3ccccc3)cc2)CC1	1476	1927
O=C(COc1ccccc1[N+](=O)[O-])N/N=C/c1ccc(O)cc1	1612	1797
CCc1nnc(NC(=O)c2ccc(OCc3c(C)noc3C)c(OC)c2)s1	1572	1937
Cc1cc(Br)ccc1OCCNCc1ccccc1	1577	1807
CCOC(=O)C1CCN(C(=S)Nc2ccccc2)CC1	1727	1886
O=C(/C=C/c1ccc(Br)cc1)NCc1cccs1	1551	1819
C=CCNC(=O)CN1CCC(NC(=O)c2ccco2)CC1	1302	1672
COc1ccc(-n2cc(CNCCCn3ccnc3)c(-c3ccccc3Cl)n2)cc1	1898	2055
CSc1nc2ccc(NC(=O)c3ccc(=O)n(C)n3)cc2s1	1671	1831
COc1ccc(CS(=O)/C(Cl)=C(/Cl)C(=O)Nc2ccc(OC)nc2)cc1 (stereo unspecified)	1671	2092
CCC(C)N1CCNCC1 (stereo unspecified)	1709	1899
CCOc1cc(S(=O)(=O)n2ccnc2)ccc1Cl	1456	1689
Cc1c(C(=O)Cc2ccccc2)n(C)c2ccccc12	1581	1998
COc1ccc2[nH]c(=O)c(C(=O)O)cc2c1	1612	1827
CCCCc1ccc(NC(=S)NN2CCOCC2)cc1	1854	2078
CCCCc1c(C)nc2ccc(C(=O)OCC)cc2c1Cl	1437	1582

One compound at a time, from the list above.
`CCOc1cc(S(=O)(=O)n2ccnc2)ccc1Cl` across the screens: SRC3 TRFRET art = 1456; SRC1 TRFRET art = 1689
`CCC(C)N1CCNCC1` (stereo unspecified) across the screens: SRC3 TRFRET art = 1709; SRC1 TRFRET art = 1899

Next section.
SMILES	SRC3 TRFRET art	SRC1 TRFRET art
O=C1C(=Cc2cccn2-c2ccccc2)C(=O)c2ccccc21	1549	1888
Cc1ccc(S(=O)(=O)N2CCOCC2)cc1NC(=O)COc1ncnc2ccccc12	1525	1610
COc1ccc2c(Cl)c(-c3nnc4n3CCCCC4)sc2c1	1470	1689
O=[N+]([O-])c1cc(S(=O)(=O)N2CCCC2)ccc1O	1546	1927

A different layout for 2 compounds above.
SMILES,SRC3 TRFRET art,SRC1 TRFRET art
Cc1ccc(S(=O)(=O)N2CCOCC2)cc1NC(=O)COc1ncnc2ccccc12,1525,1610
COc1ccc2c(Cl)c(-c3nnc4n3CCCCC4)sc2c1,1470,1689

Gathered by group: those above containing a tert-butyl group.
SMILES	SRC3 TRFRET art	SRC1 TRFRET art
CCOC(=O)C1=C(O)C(=O)N(Cc2ccc(C(C)(C)C)cc2)CC1	1737	1684
CC(=O)c1ccc(N(C(=O)c2csnn2)C(C(=O)NC(C)(C)C)c2cccs2)cc1 (stereo unspecified)	1558	1640

Compound activity deposited in PubChem BioAssay by The Scripps Research Institute Molecular Screening Center.

Compounds were not picked by outcome; any-hit rate near 0.65%.
